# UBC13 polyUb: inhibitors of human UBC13 polyubiquitin chain formation; P61088; TR-FRET; inhibition, % at 20 µM; 0.47% of 330,000 active; AID 485273; in the data active means inhibition above about 45%, passing the limit was not always enough
# Target sequence (P61088 whole entry, looked up): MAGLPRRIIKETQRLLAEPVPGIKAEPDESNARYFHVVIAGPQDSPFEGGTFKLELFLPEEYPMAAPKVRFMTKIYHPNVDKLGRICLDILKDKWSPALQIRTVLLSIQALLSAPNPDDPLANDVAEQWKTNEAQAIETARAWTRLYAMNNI
# A3G deaminase: inhibitors of human APOBEC3G DNA deaminase; Q9HC16; recombinant A3G, ssDNA deamination FAM/TAMRA fluorescence; inhibition, % at 20 µM; 0.28% of 330,000 active; AID 493012;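 active means inhibition of at least 40% at 20 µM, with no more than 30% in the related APOBEC3A deaminase screen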;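 further: plate controls were DMSO wells with A3G for no effect and wells lacking A3G enzyme for full effect; some compounds called inactive have numbers as strong as hits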
# SENP6 block: SENP6 protease inhibition. Q9GZR1. Recombinant SENP6 catalytic domain, aminoluciferin luminescence. inhibition, % at 10 µM. 1.8% of 330,000 active. AID 2599;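 active means inhibition above about 50% at the single tested dose, limit read from the data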;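 further: plate controls were DMSO wells with enzyme for no effect and DMSO wells lacking enzyme for full effect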
# Target sequence (Q9GZR1 628-1112 limits assumed): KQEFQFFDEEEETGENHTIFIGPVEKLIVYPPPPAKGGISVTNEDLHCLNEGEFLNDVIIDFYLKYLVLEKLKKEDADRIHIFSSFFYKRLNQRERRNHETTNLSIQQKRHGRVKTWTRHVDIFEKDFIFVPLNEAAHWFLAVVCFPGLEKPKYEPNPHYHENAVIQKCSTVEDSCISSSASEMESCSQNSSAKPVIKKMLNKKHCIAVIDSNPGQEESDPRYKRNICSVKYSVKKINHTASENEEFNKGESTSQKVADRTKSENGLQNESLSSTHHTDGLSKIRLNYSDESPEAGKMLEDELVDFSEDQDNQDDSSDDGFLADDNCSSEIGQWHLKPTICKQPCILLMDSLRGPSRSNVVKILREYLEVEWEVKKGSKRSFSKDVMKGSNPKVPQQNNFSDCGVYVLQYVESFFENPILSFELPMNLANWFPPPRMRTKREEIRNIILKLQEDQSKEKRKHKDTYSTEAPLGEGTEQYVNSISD
# SENP7 block: SENP7 protease inhibition. recombinant SENP7, Z-RLRGG-aminoluciferin luminescence, 40 min. inhibition, % at 5 µM. 1.5% of 330,000 active;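 active means inhibition above about 50% at the single test dose, limit read from the data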;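 further: plate controls were DMSO with enzyme for no effect and no enzyme buffer wells for full effect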
# Target sequence (Q9BQF6 706-1050 limits assumed): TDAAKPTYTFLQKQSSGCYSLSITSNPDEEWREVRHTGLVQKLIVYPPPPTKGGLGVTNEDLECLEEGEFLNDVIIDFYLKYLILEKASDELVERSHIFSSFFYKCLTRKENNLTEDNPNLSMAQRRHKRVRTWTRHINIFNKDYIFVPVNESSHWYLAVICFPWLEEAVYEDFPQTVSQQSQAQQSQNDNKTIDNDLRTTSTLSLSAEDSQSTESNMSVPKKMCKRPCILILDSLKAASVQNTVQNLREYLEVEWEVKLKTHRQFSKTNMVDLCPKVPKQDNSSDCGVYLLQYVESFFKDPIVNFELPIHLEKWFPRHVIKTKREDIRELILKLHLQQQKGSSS
# SENP8 block-1: SENP8 (human) protease inhibition; recombinant SENP8, Nedd8 substrate fluorescence; inhibition, % at 20 µM; 0.64% of 360,000 active; AID 602440; in the data active means inhibition mostly above about 40%, no sharp cut-off; inactive means mostly below about 27%
# Apaf1 inhib: human Apaf-1 inhibition. inhibition, % at 20 µM. 0.71% of 330,000 active. reconstituted apoptosome caspase-3 activity, DEVD-Rh110 fluorescence; active means inhibition of at least 40% at 20 µM;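 further: plate controls were DMSO wells for no effect and DEVD-CHO caspase inhibitor wells for full effect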
#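 System: Apoptosome proteins | Medium: Hepes pH 7.5 with detergent and BSA | Also added: Cytochrome c trigger plus (Z-DEVD)2-Rh110 caspase-3 substrate | Incubation: 30 min compound preincubation, 50 min activation, room temperature | Detection: Rhodamine 110 fluorescence at Ex 480/Em 540 nm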
# SENP1 FRET inh: inhibitors of human SENP1 SUMO protease catalytic domain; Q9P0U3; recombinant SENP1 catalytic domain, CyPet-SUMO1-YPet FRET cleavage; inhibition, % at 10 µM; 0.21% of 360,000 active; AID 624204;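 active means inhibition at least 30% at 10 µM, raw YFP signal under a set limit, fluorescence ratio 0.5 to 1.5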;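 further: 0% = enzyme with DMSO and 100% = no enzyme wells; some results filed as inactive read as strong as hits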
#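 Material: hSENP1 catalytic domain, recombinant; medium: Tris pH 8 with BME, BSA, NP40 and catalase; compound: single concentration of 10 µM compound, 0.5% DMSO final; technique: FRET read of cyan and yellow fluorescence; timing: 50 min enzyme reaction, room temperature, light-protected; reagent: SFCypet-SUMO1-SFYpet substrate at 25 nM; control set: no-enzyme low, enzyme-DMSO high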
# SENP8 block-2: SENP8 protease inhibition. inhibition, % at 10 µM. Q96LD8. 1.2% of 330,000 active. AID 2540. purified SENP8, Z-RLRGG-aminoluciferin cleavage, luminescence; in the data active means inhibition above about 50%
# An asterisk follows results filed as active; & = joins results of further samples. Only part of the results is shown; rates above refer to the full screens.
(1) CN(C)CCN=Cc1c(O)n(-c2cccc3ccccc23)c(=O)[nH]c1=O
(2) Cc1ccc(S(=O)(=O)N(C)C)cc1NC(=O)C(C)[N+]12CCN(CC1)CC2 (centres undefined)
(3) Cn1c2ccccc2c2c(C(=O)N3CCC4(CC3)OCCO4)cn(C3CCCC3)c(=O)c21
(4) CN1c2ccccc2Oc2ccccc21
(5) COc1ccc(OCC(=O)Nc2ccc(Cl)cc2C(=O)c2ccccc2)cc1
(6) C[N+]1=C(/C=C/Nc2ccccc2)C(C)(C)c2ccccc21
assay / entry	1	2	3	4	5	6
UBC13 polyUb	-2	-1	5	-3	-6	-9
A3G deaminase	3	0	0	-3	2	-7
SENP6 block	-18	-11	6	12	8	-21
SENP7 block	-4	2	3	11	6	0
SENP8 block-1	5	12	-460	-207	19	-29
Apaf1 inhib	-12	4	-8	15	8	-4
SENP1 FRET inh	1	1	1	1	2	-49
SENP8 block-2	4	5	-2	-1	2	-9

(7) COc1nc(NC(C)C)nc(NC(C)C)n1
(8) Cc1cc[n+](Cc2ccccc2)cc1
(9) COc1cccc(CNCCc2ccccc2)c1OC
(10) O=c1[nH]c(=S)n(CCC2=CCCCC2)c(O)c1C=NC1CCN(Cc2ccccc2)CC1
(11) O=c1[nH]c(=O)n(Cc2ccco2)c(O)c1C=NC1CCN(Cc2ccccc2)CC1
(12) O=P(Oc1ccccc1)(Oc1ccccc1)N1CCN(c2ccc(F)cc2)CC1
assay / entry	7	8	9	10	11	12
UBC13 polyUb	4	-2	-1	11	4	8
A3G deaminase	-2	-10	-2	-7	-7	-3
SENP6 block	-16	1	13	-5	-18	-5
SENP7 block	2	11	3	6	-1	-8
SENP8 block-1	17	3	2	13	16	7
Apaf1 inhib	-5	0	5	6	-10	15
SENP1 FRET inh	-1	2	0	-11	-2	0
SENP8 block-2	2	-12	-3	-2	-6	6

# Fetched by compound from the entries so far, six records:
(9) COc1cccc(CNCCc2ccccc2)c1OC
(12) O=P(Oc1ccccc1)(Oc1ccccc1)N1CCN(c2ccc(F)cc2)CC1
(10) O=c1[nH]c(=S)n(CCC2=CCCCC2)c(O)c1C=NC1CCN(Cc2ccccc2)CC1
(7) COc1nc(NC(C)C)nc(NC(C)C)n1
(11) O=c1[nH]c(=O)n(Cc2ccco2)c(O)c1C=NC1CCN(Cc2ccccc2)CC1
(8) Cc1cc[n+](Cc2ccccc2)cc1
assay / entry	9	12	10	7	11	8
UBC13 polyUb	-1	8	11	4	4	-2
A3G deaminase	-2	-3	-7	-2	-7	-10
SENP6 block	13	-5	-5	-16	-18	1
SENP7 block	3	-8	6	2	-1	11
SENP8 block-1	2	7	13	17	16	3
Apaf1 inhib	5	15	6	-5	-10	0
SENP1 FRET inh	0	0	-11	-1	-2	2
SENP8 block-2	-3	6	-2	2	-6	-12

# (continued)
(13) O=C(c1sc2ccccc2c1Cl)N1CCC2(CC1)OCCO2
(14) COc1ccc(-n2c(CN3CCOCC3)nc3ccccc3c2=O)c(OC)c1
(15) CCN1C(=O)/C(=C/c2ccc(N(CC)CC)cc2OC)C(=O)NC1=S
(16) CC(=O)OC1N=C(c2ccc(Cl)cc2)c2cc(Br)ccc2NC1=O (centres undefined)
(17) O=c1[nH]c(=O)n(-c2ccc(F)cc2)c(O)c1C=Nc1ccccc1N1CCCC1
(18) CSc1nnc(OC(=O)N(C)C)n1-c1ccc(Cl)cc1
assay / entry	13	14	15	16	17	18
UBC13 polyUb	8	-4	-60	19	-14	1
A3G deaminase	-8	-6	-4	-5	8	-10
SENP6 block	-5	-8	-2	-10	11	-24
SENP7 block	-5	6	3	-1	-6	5
SENP8 block-1	15	15	4	7	-156	7
Apaf1 inhib	-1	-3	1	14	-14	-9
SENP1 FRET inh	1	-13	-4	-2	-18	3
SENP8 block-2	-12	-20	2	5	5	7

(19) CC(NC(C)(C)C)C(=O)c1cccc(Cl)c1 (centres undefined)
(20) C[C@H]1[C@H](OC(=O)CCC(=O)NCc2ccc(C(=O)O)cc2)O[C@@H]2O[C@@]3(C)CC[C@H]4[C@H](C)CC[C@@H]1C24OO3
(21) Cc1cc(N2CCOCC2)nc2ccc(NC(=O)CCC(=O)N3CCC4(CC3)OCCO4)cc12
(22) O=[N+]([O-])c1ccc(N2CCOCC2)c2ccncc12
(23) COc1ccc(OC)c(N=Cc2c(O)[nH]c(=O)[nH]c2=O)c1
(24) CCOC(=O)N(CC)c1ccc(C(O)(C(=O)OC)C(F)(F)F)cc1 (centres undefined)
assay / entry	19	20	21	22	23	24
UBC13 polyUb	1	-3	-9	-18	-9	-24
A3G deaminase	-7&-7	-6	-8	-5	-5	2
SENP6 block	3	-6	9	20	3	-9
SENP7 block	3	-5	2	11	-1	-9
SENP8 block-1	7	5	-274	28	-105	20
Apaf1 inhib	-7	6	5	-5	0	8
SENP1 FRET inh	2	3	-4	2	-6	1
SENP8 block-2	4	-2	-6	5	4	-9

(25) O=C(N=Nc1c(O)[nH]c(=O)[nH]c1=O)C1COc2cc3ccccc3cc2O1 (centres undefined)
(26) Cc1cccc(C)c1NC1=NCCCCS1
(27) COc1ccccc1N1CCN(Cc2cc(C)c(C)cc2O)CC1
(28) COC(=O)C1=C(c2ccccc2)C[C@@H]2CC[C@H]1N2C(=O)N1CCCC1
(29) c1ccc(-n2ccnc2)cc1
(30) COC(=O)[C@@]1(C#N)[C@@H]2C=CC(C(C)=O)=CN2[C@@H](C(N)=O)[C@@H]1c1ccc(F)cc1
assay / entry	25	26	27	28	29	30
UBC13 polyUb	-5	6	2	1	-23	-9
A3G deaminase	0	-4	1	-5	0	-11
SENP6 block	15	4	-12	-12	7	-13
SENP7 block	2	11	11	7	-15	5
SENP8 block-1	1	11	30	10	5	-93
Apaf1 inhib	6	-19	15	-2	5	3
SENP1 FRET inh	-5	2	2	0	-1	-34
SENP8 block-2	3	5	9	0	-2	1

(31) COC(=O)C1=C(c2cccc(OC)c2OC)C[C@@H]2CC[C@H]1N2C(=O)NC1CCCCC1
(32) CCOC(=O)c1ccccc1N
(33) C[N+]1(C)C2CC(OC(=O)C(CO)c3ccccc3)CC1C1OC12 (centres undefined)
(34) Cc1c(NC(=O)C(C)OC(=O)Cc2ccccc2)c(=O)n(-c2ccccc2)n1C (centres undefined)
(35) O=c1[nH]c(=O)n(-c2ccc(F)cc2)c(O)c1/C=C1\C=Nc2ccccc21
(36) O=C1/C(=C/c2cccc([N+](=O)[O-])c2)N2CCC1CC2
assay / entry	31	32	33	34	35	36
UBC13 polyUb	-1	17	0	6	-26	3
A3G deaminase	-2	-1	-6	-6	-19	-6
SENP6 block	-8	12	-26	-16	6	-8
SENP7 block	1	-1	-3	-5	-1	4
SENP8 block-1	6	-180	9	13	12	8
Apaf1 inhib	8	-5	-5	-19	2	-8
SENP1 FRET inh	2	1	2	-3	1	-1
SENP8 block-2	-1	-1	4	-5	0	2

(37) COc1ccc(-c2nc3ccccc3n2OC(=O)N(C)C)cc1
(38) O=C(COC(=O)Cc1ccccc1)Nc1ccc(Cl)cn1
(39) CC(C)(C)NC(=O)CN1CCCN(C(=O)COc2ccc(Cl)c3ccccc23)CC1
(40) COC(=O)C1=C(c2ccccc2)C[C@@H]2CC[C@H]1N2C(=O)NCc1ccc(F)cc1
(41) O=C(Cc1cccc(C(F)(F)F)c1)N1CCN(CC(=O)N2CCCC2)CC1
(42) COc1ccc(-n2c(-c3ccccc3[N+](=O)[O-])nc3ccccc3c2=O)cc1
assay / entry	37	38	39	40	41	42
UBC13 polyUb	2	-2	18	-1	-16	3
A3G deaminase	4	-7	-10	-2	-5	-7
SENP6 block	28	-11	0	-3	11	-27
SENP7 block	3	2	4	0	-7	-4
SENP8 block-1	9	-9	6	8	-4	13
Apaf1 inhib	0	-23	9	7	8	4
SENP1 FRET inh	-1	-23	1	2	-7	0
SENP8 block-2	12	-6	4	4	-8	-4

(43) CCNCCNc1ccc([N+](=O)[O-])c2cccnc12
(44) CNCCc1c[nH]c2ccccc12
(45) CCCC(=O)NC(Oc1ccccc1Cl)C(Cl)(Cl)Cl (centres undefined)
(46) CC(=O)NCCc1c[nH]c2ccccc12
(47) COc1ccc(N=Nc2c(O)[nH]c(=S)[nH]c2=O)cc1
(48) Cc1sc2ccccc2c1CC1=NCCN1
assay / entry	43	44	45	46	47	48
UBC13 polyUb	-68	8	3	2	-316	-8
A3G deaminase	1	-2	0	-8	-4	4
SENP6 block	8	-1	-6	-13	76*	-5
SENP7 block	9	7	4	-4	66*	9
SENP8 block-1	63*	7	12	-6	21	-135
Apaf1 inhib	0	-6	2	-13	10	5
SENP1 FRET inh	-9	-1	3	2	48*	1
SENP8 block-2	5	0	-6	-11	66*	-5

(49) O=C(Oc1c(Cl)cc(Cl)c2ccccc12)N1CCCCC1
(50) CCCCn1c(O)c(C(CC)=NCCc2ccccc2)c(=O)[nH]c1=O
(51) CCOC(=O)C(O)(c1ccc(N(CC)S(=O)(=O)c2ccccc2)cc1)C(F)(F)F (centres undefined)
(52) CCNC(=O)NNC(=O)C1CC(c2cccnc2)=NO1 (centres undefined)
(53) FC(F)(F)c1ccc2c(c1)nnn2C1CCN(Cc2nnnn2Cc2ccccc2)CC1
(54) COC(=O)C1=C(c2ccc(Cl)c(C(F)(F)F)c2)C[C@@H]2CC[C@H]1N2C(=O)NCCOc1ccc(OC)cc1
assay / entry	49	50	51	52	53	54
UBC13 polyUb	1	3	12	0	1	-5
A3G deaminase	-1	-3	-6	-6	-4	-2
SENP6 block	-13	-21	-10	-21	11	-16
SENP7 block	3	1	-2	3	8	-4
SENP8 block-1	13	10	30	-1	17	6
Apaf1 inhib	22	14	9	-1	20	40*
SENP1 FRET inh	2	2	-3	0	0	0
SENP8 block-2	-3	-1	8	3	6	-16

(55) CCCCC1(CCCC)C(=O)NC(=Nc2cccc(C)c2)NC1=O
(56) Cc1ccccc1-n1c(-c2ccoc2)nc2ccccc2c1=O
(57) Nc1ccc(C2(c3ccc(N)cc3)c3ccccc3-c3ccccc32)cc1
(58) C[C@@H]1O[C@@H](O[C@H]2C[C@@H](O)[C@]3(CO)[C@@H]4C(CC[C@]3(O)C2)[C@@]2(O)CC[C@H](C3COC(=O)C3)[C@@]2(C)C[C@H]4O)[C@H](O)[C@H](O)[C@H]1O (some centres undefined)
(59) N=c1ccccn1Cc1ccccc1
(60) COc1cccc(CNCCc2ccc(F)cc2)c1
assay / entry	55	56	57	58	59	60
UBC13 polyUb	-28	-8	1	-3	-5	5
A3G deaminase	2	-1	-1	-3	-8	-6
SENP6 block	-3	-7	-5	13	-14	9
SENP7 block	1	0	-3	-3	0	-4
SENP8 block-1	21	15	-23	8	10	12
Apaf1 inhib	12	-4	6	-8	-3	-1
SENP1 FRET inh	1	4	1	2	2	1
SENP8 block-2	-10	-11	6	12	-2	2

(61) CCN(CC)CCN=Cc1c(O)n(C2CCCCCC2)c(=O)[nH]c1=O
(62) c1ccc(C2NCCc3[nH]cnc32)cc1 (centres undefined)
(63) CN/C=C(/Cl)P(=O)(OC(C)C)OC(C)C
(64) COc1cc(/C=C2\C(=O)NC(=O)N(c3ccc(C)cc3)C2=O)cc(OC)c1O
(65) CP(C)(=O)CCC(=O)O
(66) Cc1nc2c(c(C)nn2-c2ccccc2)c(C)c1CCC(=O)N1CCC2(CC1)OCCO2
(67) COc1ccc(C(O)C(C)NC(C)C(O)c2ccc(OC)cc2)cc1 (centres undefined)
assay / entry	61	62	63	64	65	66	67
UBC13 polyUb	5	0	8	-9	-1	16	7
A3G deaminase	-2	-1	-4	-3	5	8	0
SENP6 block	11	0	17	6	-10	-14	-12
SENP7 block	-3	6	-2	2	-9	5	5
SENP8 block-1	19	13	0	2	14	-350	14
Apaf1 inhib	-2	0	-10	4	12	19	-7
SENP1 FRET inh	-8	0	0	-8	0	1	0
SENP8 block-2	-5	2	-2	6	-13	-2	-7

# Screening data: PubChem BioAssay, Sanford-Burnham Center for Chemical Genomics
